Compound activity: PubChem, Emory University Molecular Libraries Screening Center
14-3-3 PPI – modulators of human 14-3-3 gamma - Raf peptide interaction; 160,000 tested, 0.19% active; P61981; inhibition, % at 40 µM; AID 422; FP, 14-3-3gamma / TMR-pS259-Raf peptide binding; in the data active = inhibition above about 30%;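 also: 0% = protein plus tracer without compound and 100% = blank with tracer alone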
Target sequence (P61981 whole entry, looked up): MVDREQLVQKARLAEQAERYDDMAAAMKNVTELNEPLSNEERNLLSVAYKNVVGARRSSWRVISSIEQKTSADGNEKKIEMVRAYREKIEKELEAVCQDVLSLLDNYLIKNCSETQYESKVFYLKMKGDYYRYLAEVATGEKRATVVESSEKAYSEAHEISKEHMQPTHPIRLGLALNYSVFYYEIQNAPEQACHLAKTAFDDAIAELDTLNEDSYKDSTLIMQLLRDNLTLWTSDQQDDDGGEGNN
Starred values were filed as active, the others as inactive; & = joins results of further samples. An excerpt; count on the stated rates, not on these rows.

Cc1ccc(C2CC(=O)Nc3c2ccc2ccccc32)cc1[N+](=O)[O-] (centres undefined) was read as 14-3-3 PPI -5.0.
For CCCCOC(=O)C(CCCC)N1C(=O)C2C3c4ccccc4C(c4ccccc43)C2C1=O (centres undefined) the results were 14-3-3 PPI 1.5.
Screening COc1ccccc1NC(=O)Cn1cnc2sc(C(=O)NCc3ccco3)c(C)c2c1=O returned 14-3-3 PPI -5.2.
Screening O=C1CC(N2CCC(c3nc4ccccc4o3)CC2)C(=O)N1Cc1cccs1 (centres undefined) returned 14-3-3 PPI 1.5.
For COc1cc2cc(C(c3nnnn3C3CCCC3)N(C)C3CCCCC3)c(=O)[nH]c2cc1OC (centres undefined) the results were 14-3-3 PPI -4.9.
COc1ccc(Cl)c(N2CCN(CCCNC(=O)Nc3ccc(C)cc3)CC2)c1 was read as 14-3-3 PPI 12.2.
Screening CCN1C2=C(C(=O)CCC2)C(c2ccc(O)cc2)C2=C1CCCC2=O returned 14-3-3 PPI 2.7.
`COC(=O)C(C)Sc1nc(-c2ccco2)nc2c1c(=O)n(C)c(=O)n2C` (centres undefined) gave 14-3-3 PPI -0.7.
CC12CCC(c3nnc(SCC(=O)Nc4cccc(C(F)(F)F)c4)nc31)C2(C)C (centres undefined) was read as 14-3-3 PPI -20.8.
COc1cc(OC)cc(-n2c(=O)c3ccccc3n(Cc3cccc(F)c3)c2=O)c1 was read as 14-3-3 PPI -5.0.
Screening Cc1ccccc1Nc1cc(N2CCCC2)c2noc3c2c1C(=O)c1ccccc1-3 returned 14-3-3 PPI -105.9.
Screening CCCCCNc1c(C(=O)OCC)c(=O)[nH]c2ccccc12 returned 14-3-3 PPI -9.0.
`CCN(CC)CCCNC(=O)C1CCN(C(=O)c2cc3sccc3n2Cc2ccc(F)cc2)CC1` gave 14-3-3 PPI -6.7.
For N#Cc1cccc(NC(=O)CSc2ccccc2)c1 the results were 14-3-3 PPI -1.2.
`CCOCCOC(=O)C1=C(C)NC2=C(C(=O)CCC2)C1c1ccc(CC)cc1` (centres undefined) gave 14-3-3 PPI -3.3.
Screening CCCCn1c(SCC(=O)c2ccc(OC)cc2OC)nc2cc(S(N)(=O)=O)ccc21 returned 14-3-3 PPI -21.2.
For CCOC(=O)C1CCCN(c2nc3ccccc3nc2C(C#N)C(=O)NCc2ccccc2)C1 (centres undefined) the results were 14-3-3 PPI -23.9.
`CCN(CC)C(=O)CN(Cc1ccc(Br)cc1)S(=O)(=O)c1ccccc1` gave 14-3-3 PPI -12.2.
For Cc1cc2c(=O)n(-c3ccccc3)c(=S)[nH]c2s1 the results were 14-3-3 PPI 13.6.
CCNC(=O)c1sc(-c2ccccc2)nc1C was read as 14-3-3 PPI 0.8.

Reprinted from the part before: six entries, followed by the next part.
`CCOCCOC(=O)C1=C(C)NC2=C(C(=O)CCC2)C1c1ccc(CC)cc1` (centres undefined) gave 14-3-3 PPI -3.3.
Screening CCCCn1c(SCC(=O)c2ccc(OC)cc2OC)nc2cc(S(N)(=O)=O)ccc21 returned 14-3-3 PPI -21.2.
For CCOC(=O)C1CCCN(c2nc3ccccc3nc2C(C#N)C(=O)NCc2ccccc2)C1 (centres undefined) the results were 14-3-3 PPI -23.9.
`CCN(CC)C(=O)CN(Cc1ccc(Br)cc1)S(=O)(=O)c1ccccc1` gave 14-3-3 PPI -12.2.
For Cc1cc2c(=O)n(-c3ccccc3)c(=S)[nH]c2s1 the results were 14-3-3 PPI 13.6.
CCNC(=O)c1sc(-c2ccccc2)nc1C was read as 14-3-3 PPI 0.8.
c1cc(CNc2ccc3c(c2)OCO3)ccn1 was read as 14-3-3 PPI 1.3.
For CC(=O)c1oc2ccccc2c1NC(=O)COC(=O)c1ccc(-n2nc(C)cc2C)cc1 the results were 14-3-3 PPI -22.8.
Screening COc1ccc(C(=O)N2CCc3cc(OC)c(OC)cc3C2COc2cccc(C(F)(F)F)c2)cc1OC (centres undefined) returned 14-3-3 PPI -4.1.
Screening CCOC(=O)c1cc2c(=O)n3ccccc3nc2n(C2CCCCC2)c1=NC(=O)c1ccccc1C returned 14-3-3 PPI -22.4.
For Cc1ccc(S(=O)(=O)C2(C(=O)N3CCN(c4ccccc4Cl)CC3)CC2)cc1 the results were 14-3-3 PPI 0.3.
`COc1ccccc1N(CC(=O)Nc1ccc2c(c1)OCCO2)S(C)(=O)=O` gave 14-3-3 PPI -4.8.
For CC(=O)c1c(C)[nH]c(C(=O)OCC(=O)Nc2cc(C(F)(F)F)ccc2N2CCOCC2)c1C the results were 14-3-3 PPI -3.3.
COc1cc(-c2nnc(-c3cccs3)o2)cc(OC)c1OC was read as 14-3-3 PPI -4.9&-4.4.
O=C1c2ccccc2C(=O)N1c1ncc(Cc2cccc(C(F)(F)F)c2)s1 was read as 14-3-3 PPI -6.0.
Screening Cc1ccccc1N=C1c2ccccc2-c2nc3ccccc3cc21 returned 14-3-3 PPI -1.8.
`CNc1oc(-c2ccc(OC)cc2)nc1S(=O)(=O)c1ccccc1` gave 14-3-3 PPI 5.1.
`O=C(CN1CCN(c2ccc(F)cc2)CC1)N1CCC(Cc2ccccc2)CC1` gave 14-3-3 PPI -8.4.
Screening O=C(CCS(=O)(=O)c1cccc2nonc12)NCc1ccc2c(c1)OCO2 returned 14-3-3 PPI -4.3.
`CCCC(=O)Nc1cc(C(=O)NC2CCCC2)ccc1S(=O)(=O)c1ccc(Cl)cc1` gave 14-3-3 PPI -8.5.
Screening CCOc1ccc(S(=O)(=O)Nc2ccccc2C(=O)NCC2CCCO2)cc1 (centres undefined) returned 14-3-3 PPI -1.7.
For Cc1noc(C)c1S(=O)(=O)N(CC(=O)N1CCCC1)c1ccc(C(C)C)cc1 the results were 14-3-3 PPI -3.9.
Screening Cc1cc(NC(=O)COC(=O)COc2ccc(C(=O)c3ccccc3)cc2)no1 returned 14-3-3 PPI 3.7.
S=C1NC(c2ccccc2)=CC(c2ccc(Br)cc2)N1 (centres undefined) was read as 14-3-3 PPI -7.4.
O=C(c1nc2n(n1)C(c1ccc(Cl)cc1)C=C(c1ccccc1)N2)N1CCOCC1 (centres undefined) was read as 14-3-3 PPI 5.5.
For CCCCC(c1nnnn1CS(=O)(=O)c1ccc(C)cc1)N1CCN(c2ccccc2)CC1 (centres undefined) the results were 14-3-3 PPI -6.0.
`COc1cccc2cc(C(=O)NC3CC(C)(C)NC(C)(C)C3)c(=O)oc12` gave 14-3-3 PPI -2.9&-15.3.
Screening COc1ccc(C2C(C(=O)N(C)C3CCCCC3)c3ccccc3C(=O)N2Cc2ccc(F)cc2)cc1 (centres undefined) returned 14-3-3 PPI 29.1.
For CCC1CCCCN1C(=O)CSc1n[nH]c(C)c1[N+](=O)[O-] (centres undefined) the results were 14-3-3 PPI -45.7.
For CCOC(=O)c1c(C)oc2ccc(N(C(=O)c3ccccc3)S(=O)(=O)c3ccc4ccccc4c3)cc12 the results were 14-3-3 PPI -37.4.
`CC1=C(C(=O)OC(C)C)C(c2ccc(C(F)(F)F)cc2)NC(=O)N1` (centres undefined) gave 14-3-3 PPI -2.8.
For COC(=O)c1c[nH]n2c(=O)c(Cc3ccc(C)cc3)c(C)nc12 the results were 14-3-3 PPI -4.4.
Screening CCN1CCN(C(=O)Nc2cccc(C(F)(F)F)c2)CC1 returned 14-3-3 PPI 7.4.
COc1ccc(C(NC(=O)C(C)(C)C)NC(=O)C(C)(C)C)cc1 was read as 14-3-3 PPI -1.1.
`Cc1c(Cl)c(C)c([N+](=O)[O-])c(O)c1C=Nc1ccc(Br)cc1` gave 14-3-3 PPI -2.0.
`O=C(Nc1ccc2c(c1)OCCO2)c1cc(-c2ccc(Cl)s2)nc2ccccc12` gave 14-3-3 PPI -9.3.
`CCCOC(=O)c1[nH]c2c(c1C)C(=O)CC(C)(C)C2` gave 14-3-3 PPI -7.3.
Screening CCC1CCCCN1CCCNC(=O)Cn1nc(-c2ccc(C)cc2)ccc1=O (centres undefined) returned 14-3-3 PPI -6.8&-11.2.
`CC1=C(C(=O)Nc2cccc(Cl)c2)C(c2ccccc2F)NC(=S)N1` (centres undefined) gave 14-3-3 PPI -4.1.
Screening O=C(CCC1CCCC1)N1CCN(S(=O)(=O)c2ccccc2[N+](=O)[O-])CC1 returned 14-3-3 PPI -3.4.
`CC1(c2ccccc2)CC(C)(C)N(C(=O)CSC2=NCCS2)c2ccccc21` (centres undefined) gave 14-3-3 PPI -1.6.
`CCC(O)(CC)C12CC3CC(CC(C3)C1)C2` gave 14-3-3 PPI -4.2.
Screening CCOc1c(Br)cc(C2NS(=O)(=O)N=C3CCCCCN32)cc1OC (centres undefined) returned 14-3-3 PPI -1.7.
For CC(C)CCOc1cccc(C(=O)Nc2cccc3ccccc23)c1 the results were 14-3-3 PPI -17.2.
COc1ccc(CNC(=O)CN(C)S(=O)(=O)c2ccc(Br)s2)cc1 was read as 14-3-3 PPI -10.1.
COc1cccc(-c2nn(C)c3sc(C(=O)Nc4ccccc4C)cc23)c1 was read as 14-3-3 PPI -5.4.

Nothing new here: 2 of the compounds above.
COc1ccc(CNC(=O)CN(C)S(=O)(=O)c2ccc(Br)s2)cc1 was read as 14-3-3 PPI -10.1.
COc1cccc(-c2nn(C)c3sc(C(=O)Nc4ccccc4C)cc23)c1 was read as 14-3-3 PPI -5.4.

(more compounds)
For Cc1onc(-c2ccccc2Cl)c1C(=O)Nc1ccc(OCC(=O)N2CCOCC2)cc1 the results were 14-3-3 PPI -2.0.
`CCn1cnc2cc(NCc3nc4ccccc4n3C)ccc21` gave 14-3-3 PPI 0.0&-3.3.
For Cn1c(SCC(=O)Nc2nc3ccccc3s2)nc2c([nH]c3ccccc32)c1=O the results were 14-3-3 PPI -4.4.
COC(=O)CCN(C(=O)c1ccc2c(c1)OCO2)c1ccccn1 was read as 14-3-3 PPI 0.6.
COc1ccc(S(=O)(=O)Nc2ccc(S(=O)(=O)Nc3nccc(C)n3)cc2)cc1OC was read as 14-3-3 PPI -5.6.
Cc1ccc(Sc2c(C)nn(S(=O)c3ccc4ccccc4c3)c2C)cc1 (centres undefined) was read as 14-3-3 PPI -4.1.
`O=C(Nc1ccc2oc(=O)ccc2c1)c1cccnc1` gave 14-3-3 PPI -0.2.
O=[N+]([O-])c1ccccc1S(=O)(=O)NCc1cccnc1 was read as 14-3-3 PPI -7.5.
CCCOC(=O)c1cccc(NC(=O)COc2c(C)cccc2C)c1 was read as 14-3-3 PPI -5.7.
For O=C(OCn1nnc2ccccc2c1=O)c1ccc2ccccc2n1 the results were 14-3-3 PPI -1.5.
For COc1ccc(C2/C(=C(\O)c3ccccc3)C(=O)C(=O)N2c2nc3ccc(Br)cc3s2)cc1OC (centres undefined) the results were 14-3-3 PPI -14.3.
Screening Cc1ccc(C)c(N2CCN(C(=O)C3CCN(S(=O)(=O)c4c(C)noc4C)CC3)CC2)c1 returned 14-3-3 PPI -2.0&-5.3.
Screening CC(=O)N(C)c1ccc(N=C2C(=O)Nc3cc(Br)c(C)cc32)cc1 returned 14-3-3 PPI -6.2.
c1csc(-c2nnc(NC3CCCCC3)c3ccccc23)c1 was read as 14-3-3 PPI -16.7.
`COCCNC(=O)c1ccccc1NC(=O)COc1ccccc1` gave 14-3-3 PPI 6.3.
`COc1ccc2oc(C)c(NC(C)=O)c2c1` gave 14-3-3 PPI -6.7.
`COc1ccc(C(=O)c2oc3ccc(Br)cc3c2NC(C)=O)cc1` gave 14-3-3 PPI -5.6.
`CCOC(=O)c1c(NC(=O)c2ccccc2C)sc2c1CCC2` gave 14-3-3 PPI -16.4.
Screening CCOC(=O)c1oc2ccccc2c1NC(=O)C1CCCCC1 returned 14-3-3 PPI -2.8.
Screening O=C(CN1CCC(n2nnc3cc(F)ccc32)CC1)NC1CCCCC1 returned 14-3-3 PPI -0.2.
For CC1CCc2c(sc3ncnc(SCC(=O)N4CCN(C(=O)c5ccco5)CC4)c23)C1 (centres undefined) the results were 14-3-3 PPI 0.7.
Screening COc1ccc(C2CC(=O)C3=C(C2)Nc2ccccc2NC3c2cccc(Cl)c2)cc1OC (centres undefined) returned 14-3-3 PPI -4.8.
CCOC(=O)C1CCN(C(=O)c2cccn3c(=O)c4sccc4nc23)CC1 was read as 14-3-3 PPI 1.2.
For CC(CCc1ccccc1)NC(=O)CN1CCOc2ccccc21 (centres undefined) the results were 14-3-3 PPI -2.7.
O=C(CCc1nc(-c2ccccc2F)no1)Nc1ccc(Oc2ccccc2)cc1 was read as 14-3-3 PPI 1.8.
`O=C(NC1CCCCCCC1)c1ccc(CS(=O)(=O)Cc2ccccc2F)o1` gave 14-3-3 PPI -37.7.
Screening CCOc1cc(C(=S)N2CCCCC2)ccc1OC(=O)c1ccc(OC)cc1 returned 14-3-3 PPI -1.9.
Screening COc1ccccc1NC(=O)C1CCCCN1S(=O)(=O)c1ccc(F)cc1 (centres undefined) returned 14-3-3 PPI 3.4.
For Cn1ncc([N+](=O)[O-])c1C(=O)Nc1ccccc1C#N the results were 14-3-3 PPI -3.1.
Screening CCOc1ccccc1CNC(=O)c1cc(=O)[nH]c2ccc(S(=O)(=O)N3CCC(C)CC3)cc12 returned 14-3-3 PPI -14.8.
For CCOC(=O)C1=C(C)Nc2nc(SCc3cccnc3)nn2C1c1ccc(OC)cc1 (centres undefined) the results were 14-3-3 PPI -5.8.
For Cc1cc(C(=O)Nc2ccccc2C(F)(F)F)no1 the results were 14-3-3 PPI -3.2.
Screening CCCCN1c2cc(C)c(O)cc2C(C(=O)OCC)C1C (centres undefined) returned 14-3-3 PPI 7.0.
C=CCn1c(SCC(=O)Nc2ccc3c(c2)OCCO3)nnc1-c1ccccn1 was read as 14-3-3 PPI -9.4.
For COc1ccc(C2=NCC(CSc3nnnn3C)S2)cc1 (centres undefined) the results were 14-3-3 PPI 0.3.
Screening CN(C)C(=O)C(NC(=O)c1ccccc1)C12CC3CC(CC(C3)C1)C2 (centres undefined) returned 14-3-3 PPI -1.5.
`O=C(O)CCCC(=O)Nc1ccccc1C(=O)O` gave 14-3-3 PPI -9.9.
O=c1[nH]c2cc3c(cc2cc1C(c1nnnn1CC1CCCO1)N1CCCCCC1)OCO3 (centres undefined) was read as 14-3-3 PPI -12.9.

Filtered by structure, the entries above with a cyano group.
For N#Cc1cccc(NC(=O)CSc2ccccc2)c1 the results were 14-3-3 PPI -1.2.
For CCOC(=O)C1CCCN(c2nc3ccccc3nc2C(C#N)C(=O)NCc2ccccc2)C1 (centres undefined) the results were 14-3-3 PPI -23.9.
For Cn1ncc([N+](=O)[O-])c1C(=O)Nc1ccccc1C#N the results were 14-3-3 PPI -3.1.
